Source: PubChem BioAssay (National Center for Advancing Translational Sciences (NCATS))
VP16 counter = Gal4-VP16 reporter inhibition counter-screen. Drosophila S2 Gal4-VP16 UAS-luciferase, luminescence, 20 h. Potency, µM (top dose mostly 53.6 µM), for inactives: top-dose activity, negative = inhibition, usual class: inhibitors. 310,000 tested, 3.5% active. AID 2546;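 further: Gal4-VP16 expression switched on by copper sulfate through the metallothionein promoter; potency means the concentration at half of the fitted maximal effect; on the % scale 0 is the no-effect control and ±100 the full control effect; nearly all actives have a fitted effect of over 50% in size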
FLuc modulator = counter-screen for miR-21 project: firefly luciferase inhibitors or activators. P08659. purified FLuc, Km substrates, luminescence inhibition. Potency, µM (highest dose often 57.5 µM), inactives show at the top dose activity change, negative = inhibition, hits mostly inhibitors. 360,000 tested, 6.9% active. AID 588342;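 further: potency means the concentration at half of the fitted maximal effect; plate controls were vehicle for no effect and reference inhibitor for full effect; nearly all actives have a fitted effect of over 55% in size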
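Purified P. pyralis luciferase, 10 nM final, with Km-level 10 uM D-luciferin and 10 uM ATP in 50 mM Tris acetate pH 7.5, 10 mM Mg acetate, 0.01% Tween-20, 0.05% BSA; 6-point qHTS titration about 60 µM downward; luminescence read.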
NPC1 promoter act = activates the NPC1 promoter; Huh7 NPC1 promoter luciferase reporter, 24 h; Potency, µM (titrated, usually from 9.22 µM), without a hit: top-dose activation, most hits filed as activators; 320,000 tested, 2.4% active; AID 485313;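 further: potency means the concentration at half of the fitted maximal effect; % of control where 0% means no effect; nearly all actives have a fitted effect of over 60% in size; reporter is driven by a mutant NPC1 promoter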
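Stable NPC1-promoter luciferase Huh7 line; cpd (DMSO) 24 h, 37 °C, 5% CO2; Amplite luciferase reagent 10 min RT; luminescence readout. qHTS format.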
Giardia kill = Giardia lamblia killing; activity change, % at 7.66 µM, hits read low; Giardia lamblia trophozoite viability; AID 540267; 340,000 tested, 0.15% active; in the data active means activity change below about -80%; inconclusive means between about -30% and that limit;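 further: parasites exposed to compound for two days anaerobically before the ATP read; on the % scale 0 is the no-effect control and ±100 the full control effect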
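Media and compound were dispensed first, then trophozoites at 100 cells/well; plates sat 48 hrs at 37 deg C without oxygen before ATP luminescence reagent was added and read after 15-30 min at room temperature.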
RORg inh = ROR gamma (mouse) transcription inhibition; Drosophila S2 Gal4-RORgamma UAS-luciferase reporter, 20 h; Potency, µM (series often up to 53.6 µM), without a hit: at the top dose activity change, negative = inhibition, actives largely listed as inhibitors; 310,000 tested, 5.4% active; further: potency means the concentration at half of the fitted maximal effect; on the % scale 0 is the no-effect control and ±100 the full control effect; nearly all actives have a fitted effect of over 60% in size
Target sequence (P51450 whole entry, looked up, the tested form may be a part): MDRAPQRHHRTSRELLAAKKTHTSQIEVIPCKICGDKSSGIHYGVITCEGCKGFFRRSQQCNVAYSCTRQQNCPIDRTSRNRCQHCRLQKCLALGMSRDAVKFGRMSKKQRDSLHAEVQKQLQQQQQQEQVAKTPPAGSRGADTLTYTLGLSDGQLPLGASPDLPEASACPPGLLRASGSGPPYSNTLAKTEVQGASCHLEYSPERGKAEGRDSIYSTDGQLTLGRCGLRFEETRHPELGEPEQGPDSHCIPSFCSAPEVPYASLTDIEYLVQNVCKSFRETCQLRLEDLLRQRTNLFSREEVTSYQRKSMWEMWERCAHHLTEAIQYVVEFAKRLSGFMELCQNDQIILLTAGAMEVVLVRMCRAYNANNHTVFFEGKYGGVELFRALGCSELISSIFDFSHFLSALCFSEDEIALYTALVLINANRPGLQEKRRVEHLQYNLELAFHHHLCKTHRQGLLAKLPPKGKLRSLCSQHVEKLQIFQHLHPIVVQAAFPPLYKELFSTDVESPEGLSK
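ROR gamma transcriptional activity was tracked as Gal4-UAS luciferase output in stably transfected Drosophila Schneider cells, with compound added 1 hr before 700 uM copper sulfate induction and a 20 hr ambient-temperature incubation.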
ELG1 genotox = induces genotoxicity in HEK293T cells with luciferase-tagged ELG1 | AID 504466 | Potency, µM (doses to about 46 µM), inactives show at the top dose activity change, positive = activation, usual class: activators | 330,000 tested, 1.3% active | HEK293T ELG1-luciferase reporter, luminescence, 16 h; further: potency means the concentration at half of the fitted maximal effect; % of control where 0% means no effect; nearly all actives have a fitted effect of over 60% in size
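Cells (2,000/well) expressing the ELG1-luciferase fusion are dosed by pin tool and kept 16 hr at 37 °C, 5% CO2. Signal comes from ONE-Glo luciferase reagent after 30 min at room temperature.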
p53 reactivator = mutant p53 re-activation in reporter cells. H1299 p53-A138V BP100-luciferase reporter, luminescence, 24 h. Potency, µM (doses to about 92.2 µM), for inactives: at the top dose activity change, positive = activation, most hits filed as activators. 320,000 tested, 0.063% active; further: potency means the concentration at half of the fitted maximal effect; % of control where 0% means no effect; nearly all actives have a fitted effect of over 45% in size
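p53-null H1299 cells stably carrying temperature-sensitive p53-A138V and a BP100-luciferase reporter were pinned with compounds (4-point, 1:5 series) and held 24 hrs at 37 deg C. Luminescence was read 10 min after detection reagent.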
Rab9 prom act = activators of Rab9 promoter; Huh7 Rab9 promoter-luciferase reporter, luminescence, 24 h; Potency, µM (highest dose often 9.22 µM), inactives show top-dose activation, negative = inhibition, most hits filed as activators; 320,000 tested, 2.8% active; further: potency means the concentration at half of the fitted maximal effect; % of control where 0% means no effect; nearly all actives have a fitted effect of over 60% in size
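Using Huh7 cells stably transfected with Rab9 promoter–luciferase, compounds were incubated 24 h at 37 °C, 5% CO2; luciferase luminescence was read 10 min after reagent addition.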
PKM2 act = PKM2 (human) enzyme activation; P14618; purified PKM2, Kinase-Glo ATP luminescence, activation; response scale: 0% is enzyme alone, no compound; Potency, µM (highest dose often 57.5 µM), for the others: top-dose activation, hits mostly activators; 260,000 tested, 0.34% active; further: potency means the concentration at half of the fitted maximal effect; on the % scale 0 is the no-effect control and ±100 the full control effect; nearly all actives have a fitted effect of over 55% in size
Target sequence (P14618 whole entry, looked up): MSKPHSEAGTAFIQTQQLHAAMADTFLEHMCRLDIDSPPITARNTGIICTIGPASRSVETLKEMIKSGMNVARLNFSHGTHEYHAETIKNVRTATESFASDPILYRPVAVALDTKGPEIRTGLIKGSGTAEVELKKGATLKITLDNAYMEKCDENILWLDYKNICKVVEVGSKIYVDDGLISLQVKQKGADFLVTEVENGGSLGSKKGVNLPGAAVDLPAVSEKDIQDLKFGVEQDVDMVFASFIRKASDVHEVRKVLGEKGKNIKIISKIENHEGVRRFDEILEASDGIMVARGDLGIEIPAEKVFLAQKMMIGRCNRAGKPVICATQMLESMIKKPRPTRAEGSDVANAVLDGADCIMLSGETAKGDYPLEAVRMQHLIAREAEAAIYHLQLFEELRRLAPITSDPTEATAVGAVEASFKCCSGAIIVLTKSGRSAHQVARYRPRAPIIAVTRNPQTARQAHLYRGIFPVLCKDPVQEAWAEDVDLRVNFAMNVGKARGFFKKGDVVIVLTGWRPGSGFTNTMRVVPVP
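ATP formation by purified human PK-M2, quantified via coupled luciferase luminescence after 1 h at room temperature with 0.1 mM ADP and 0.5 mM PEP final.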
Menin-MLL TR inh = menin-MLL binding inhibition, Texas Red mutant peptide; Potency, µM (doses to about 61.6 µM), inactives show top-dose FP activity change, negative = inhibition, most hits filed as inhibitors; 270,000 tested, 0.23% active; O00255; Menin + Texas Red MLL mutant peptide, fluorescence polarization; active means well fitted inhibition curve with a large enough effect in the polarisation, with a control signal flat, not every such curve was filed as active; inconclusive means small, poorly fitted or top-dose-only effect, or effect the other way, or a change in a side signal; inactive means no such curve, though single readings can be large or run the other way; the % refers to the polarisation; further: potency means the concentration at half of the fitted maximal effect; % of control where 0% means no effect; many of its hits are not listed in these tables
BRCA1 expr act = BRCA1 expression activation. MCF7-BRCA1-FFLuc reporter, luminescence, 48 h; response scale: scaled: vehicle 0%, 10 µM genistein 100%. Potency, µM (doses to about 46.1 µM), for the others: at the highest dose activation, most hits filed as activators. 380,000 tested, 1.1% active; further: potency means the concentration at half of the fitted maximal effect; nearly all actives have a fitted effect of over 80% in size; some results filed as inactive show a strong effect at the top dose
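MCF7 cells carrying a BRCA1-firefly luciferase reporter (2000 cells/well, phenol-red free MEM) were attached for 2 h at 37 °C, then given compounds for 48 h. Luminescence was read 15 min after luciferase reagent; activity normalized to genistein (10 microM) and DMSO.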
* hit, by the source's call; u = inconclusive; x = no result given; & = joins results of further samples; [ ] = another dose, or the depositor's remark. Unless noted, the call rests on the fitted dose curve; in most records, active means well fitted curve in the direction sought with a large enough effect; inconclusive means small, poorly fitted or top-dose-only effect, or another doubt; inactive means no such curve, though single readings can be large; an effect the other way counts as inactive or inconclusive. These rows are one share of the data; rates above refer to the full screens.

SMILES | VP16 counter | FLuc modulator | NPC1 promoter act | Giardia kill | RORg inh | ELG1 genotox | p53 reactivator | Rab9 prom act | PKM2 act | Menin-MLL TR inh | BRCA1 expr act
O=C(Nc1cccc(-c2ccc(N3CCOCC3)nn2)c1)c1ccccc1Cl | x | 1.69µM* | u | -11.7 | x | 11.3% | 9.7% | 3.55µM* | x | x | 2.51µM*
CCOC(=O)CNc1nc(C(C)(C)C)nc2c1nnn2Cc1ccccc1Cl | -9.5% | 1.9% | -5.6% | -20.2 | -8.2% | -12.5% | -2.0% | -6.4% | -6.7% | 1.3% | -30.9%
CCOc1ccc(S(=O)(=O)n2ccc(C)n2)cc1 | 10.1% | -0.6% | 5.3% | 7.2 | 3.9% | -2.1% | x | 5.1% | u | 7.4% | -17.1%
CC(C)c1ccc(NS(=O)(=O)c2ccc3c(c2)oc(=O)n3C)cc1 | 1.8% | -0.9% | -0.1% | -1.7 | 16.4% | -6.8% | 5.4% | -0.9%[1.84 µM] | x | 35.0%[activator] | -15.5%
O=C(NCc1ccc(F)cc1)C(c1cccs1)N(C(=O)c1csnn1)C1CC1 (stereo not drawn) | -5.4% | -0.2% | 19.7% | 2.5 | 5.4% | -3.6% | 4.9% | -5.8% | 2.3% | -1.5% | -4.3%
CC[C@H](C)[C@H](NC(=O)c1ccccc1)C(=O)NC(CC(=O)O)c1ccc(F)cc1 (stereo partly drawn) | -7.0% | 1.6% | -1.8% | -8.6 | -1.1% | -0.7% | 4.5% | 7.5% | x | 11.5% | 10.0%
Cc1ccc(S(=O)(=O)NCC(=O)N2CCN(c3ccccc3F)CC2)cc1 | -11.2% | -3.4% | -1.7% | 24.7 | -8.0% | 7.3% | 9.0% | -0.1% | -3.3% | -10.3% | 1.2%
Clc1ccccc1C1=CC(c2ccco2)n2ncnc2N1 (stereo not drawn) | -0.5% | 4.8% | -4.1% | -2.3 | u | 3.0% | -2.5% | -0.7% | 6.1% | x | -40.0%
COc1ccccc1C(=O)NCCCn1cc(Br)c(C)n1 | -4.3% | 4.3% | 19.3% | -12.2 | 9.6% | -2.4% | -4.2% | -0.9% | -4.9% | -15.3% | 2.4%
Cc1ccc(NC(=S)N(CCN2CCCCC2)Cc2ccco2)cc1Cl | u | 2.3% | -1.1% | 9.8 | 14.1µM* | -1.1% | -0.1% | -10.1% | -4.5% | 2.7% | -9.2%
COc1ccc(C(=O)NCCC2=CCCCC2)cc1 | u | 0.849µM* | 0.355µM* | -3.9 | 12.6µM* | 1.46µM* | u | 0.316µM* | -1.8% | -4.9% | -36.3%
Cc1ccc(-c2nc(SCC(=O)NCCN3C(=O)CSC3=O)[nH]c2-c2ccc(C)cc2)cc1 | -2.5% | 4.2% | -2.8% | x | 6.3% | -0.1% | -18.5% | -4.1% | -0.4% | 13.4% | x
FC(F)(F)c1cnc(/C=C/Nc2ccccc2Cl)c(Cl)c1 | 0.3% | u | 16.3% | -6.5 | -4.8% | 0.0% | 2.2% | 16.1% | -0.1% | 11.1% | -64.0%
COc1ccc(CCNC(=O)c2cc3c(=O)n4ccccc4nc3n(CCCN3CCOCC3)c2=N)cc1OC | 3.4% | 0.9% | -2.9% | 12.9 | 18.2% | -3.3% | 11.1% | -9.7% | x | x | 1.2%
COc1cccc(-n2c(SCC(=O)NCCc3ccccc3)nnc2-c2ccoc2C)c1 | 13.6% | -12.8% | -1.9% | 2.2 | 16.5% | -6.0% | -6.9% | -1.2% | -1.8% | -8.5% | 0.0%
O=C(O)c1ccc(NC(=O)c2cccs2)cc1 | 3.4% | 1.3% | 1.1% | -4.5 | -17.7% | -0.3% | -5.6% | 5.7% | -14.1% | 18.7% | -21.7%
O=C(NCc1ccccc1)C1CCCN(S(=O)(=O)c2cccc3nsnc23)C1 (stereo not drawn) | 8.7% | -1.5%&-3.2% | -0.3% | -20.1 | 9.6% | -1.2% | -5.8% | -3.6% | -1.2% | -0.9% | -8.4%&23.1%
O=C(NNC(=O)C1CC(=O)N(Cc2ccccc2)C1)c1ccc(Br)cc1 (stereo not drawn) | 3.9% | -0.6% | -5.7% | -11.1 | 12.5% | -1.7% | 4.9% | -2.6% | -1.4% | 3.9% | 9.4%
Cc1nc2ccccc2c(=O)n1NC(=O)CCC(=O)O | -4.9% | -1.7% | -1.8% | 6.2 | -2.3% | 2.5% | 11.9% | -2.0% | 1.1% | 10.1% | -12.6%
CN(C)C=NC(=O)c1ccc([N+](=O)[O-])c(CS(=O)(=O)c2ccc(Cl)cc2)c1 | 14.3% | -1.0% | -3.1% | -3.5 | 19.9% | -5.1% | 0.0% | -0.7% | 1.0% | -4.2% | -5.4%
Cc1cccc(N2CCN(C(=O)c3ccc(Cl)c(S(=O)(=O)NCc4ccco4)c3)CC2)c1C | 7.2% | -1.1% | -7.5% | -22.6 | u | -16.2% | 4.3% | -1.4% | -3.3% | -4.7% | -71.0%
Cc1ccc(S(=O)(=O)NCc2ccc(C(=O)NC3CCC(C)CC3)cc2)cc1 (stereo not drawn) | -9.7% | -1.1% | -5.0% | -13.0 | -6.3% | -0.2% | -4.4% | 9.8% | x | x | 2.0%
Cc1cc(N2CCN(C3CCCC3)CC2)n2c(nc3ccccc32)c1C#N | 4.3% | 5.6% | -2.0% | 3.6 | -21.6% | -5.3% | 0.3% | -2.5% | -0.1% | 5.0% | -6.1%
O=C(O)c1ccc(NC(=O)c2cccc(N3C(=O)C4C5CCC(C5)C4C3=O)c2)cc1 (stereo not drawn) | -8.5% | -6.8% | -1.8% | 6.1 | -17.7% | 2.0% | -10.1% | -1.5% | 0.6% | 1.4% | -27.2%
CC(=O)OCC(=O)Nc1ccc(Cl)cc1Cl | -7.3% | 0.7% | -0.7% | -5.7 | -44.0% | -4.6% | 2.9% | 1.4% | 3.9% | 4.1% | -16.5%
Cc1ccc(N(C(=O)c2cnccn2)C(C(=O)NC2CCCCC2)c2ccc(O)cc2)cc1 (stereo not drawn) | -13.4% | 0.3% | 2.0% | 15.5 | 16.3% | 4.2% | 0.5% | -2.3% | -2.9% | -0.1% | -4.6%
O=C(CCOc1ccccc1)Nc1ccc(Br)cc1 | 1.0% | u | u | -15.3 | 0.3% | 17.1% | x | 3.16µM* | 4.8% | u | 7.94µM*
O=C(COC(=O)CN1C(=O)C2CCCCC2C1=O)Nc1cc(S(=O)(=O)N2CCOCC2)ccc1Cl (stereo not drawn) | -9.8% | 6.9% | -1.7% | 5.6 | u | -0.3% | 1.0% | -15.6% | -0.9% | 0.9% | 0.1%
CCN(CC)S(=O)(=O)c1ccc(N(C)Cc2ccc(C(F)(F)F)cc2)nc1 | u | 6.0% | -7.7% | 4.8 | -23.6% | -8.8% | 7.1% | -21.5% | -2.1% | x | -53.1%
Cc1nnc(NC(=O)Cn2nc(C)c3ccccc3c2=O)s1 | 3.2% | -2.2% | -0.2% | -0.2 | -1.4% | -0.5% | 3.3% | -2.5% | -1.4% | 7.7% | -16.2%
CC(=O)Nc1cccc(-c2csc(NCc3ccco3)n2)c1 | 4.1% | 16.9µM* | 8.4% | -0.6 | u | u | 8.1% | 0.9% | -2.8% | 35.0%[activator] | 13.8%
CC(C)c1ccc(NC(=S)Nc2ccc(OC(F)(F)F)cc2)cc1 | 11.2µM* | 2.0% | 0.7% | -22.2 | 8.91µM* | -5.3% | 8.8% | -7.2% | 0.8% | -26.6% | 47.2%
COc1ccccc1/C=N/N1C(=O)C2C3C=CC(CC3)C2C1=O (stereo not drawn) | -6.2% | u | -6.1% | -15.2 | -10.6% | 9.7% | 4.8% | -3.2% | 6.4% | -18.4% | -0.3%
O=C(O)/C(=C\c1cccs1)Sc1nnc(-c2ccc(F)cc2)o1 | 25.2% | -10.1% | -2.0% | 1.7 | -15.9% | 0.0% | -0.3% | 0.4% | 20.0% | 22.3% | 7.0%
Cc1nnc2n1NC(c1ccc(Cl)cc1)C(C(=O)N(C)C1CCCCC1)S2 (stereo not drawn) | -4.4% | -0.2% | 0.9% | -9.4 | -7.4% | -0.7% | -22.4% | 4.4% | -0.3% | -15.9% | -14.7%
COC(=O)c1c(NC(=O)Cc2cccs2)sc(C(=O)N2CCCCC2)c1C | -5.2% | -6.8% | -3.1% | 0.7 | u | -1.0% | -13.2% | -2.6% | -2.1% | -21.2% | -7.2%
